HT1080 cytotoxicity – cytotoxicity in HT1080 fibrosarcoma cells, cell-based, fluorescence readout (AID 620). actives 0.42% (n = 87,000). HT1080 viability, fluorescence; higher % means a stronger effect. one-dose cytotoxicity, % at 10 µM; EC50 in µM for titrated hits; in the data active = cytotoxicity above about 50%;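 note: cells exposed to compound overnight then 4 h with Alamar Blue; 0% = vehicle DMSO and 100% = killing control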
* marks the source's active call; other numbers are inactive results. Some of the compounds tested; rates above refer to the full screens.

SMILES	HT1080 cytotoxicity
CC(=O)Nc1cc(C(=O)N2CCCC2)ccc1Sc1ccc(Cl)cc1	10%
CCCc1nnc(NC(=O)CC(=O)Nc2ccccc2C(=O)O)s1	-7%
O=C(NC1(C(F)(F)F)NC(=O)N(Cc2cccnc2)C1=O)c1ccccc1Cl (stereo unspecified)	-4%
COC(=O)c1ccc(C23CC4(C2)[C@H](CN(C)[C@@H]4c2ccccc2)C3c2ccccc2)cc1 (stereo partly specified)	2%
Cc1ccc(C)c2c(SC(C)C(=O)NCc3ccco3)nc(-c3ccccc3)nc12 (stereo unspecified)	-5%
CCc1ccc(NC(=O)c2ccnc(C(C)(C)C)c2)cc1	8%
CCc1ccccc1NC(=O)CSc1nc2n[nH]c(C)c2c(=N)n1-c1cccc(OC)c1	-22%
CCn1c(COc2ccccc2C)nc2ccccc21	-14%
CCCN(CC1CC1)C(=O)CSc1nnc(-c2cc(-c3cccs3)nc3ccccc23)o1	-13%
COc1ccc(-c2nn(C)c(=O)c3ccccc23)cc1NC(=O)Cn1nc(-c2ccccc2)c2ccccc2c1=O	-20%
O=C(O)c1cn(C2CC2)c2cc(N3CCOCC3)c(F)cc2c1=O	6%
CC(C)CN(C(=O)COC(=O)C1c2ccccc2Oc2ccccc21)C1CCS(=O)(=O)C1 (stereo unspecified)	-14%
COC(=O)[C@@]1(Cc2ccc(F)cc2)[C@H]2c3cc(C(=O)N4CCCC4)n(CC4CC4)c3C[C@H]2CN1C(=O)c1ccccc1	1%
COc1ccc(N(C(=O)C(C)C)S(=O)(=O)c2ccc(Cl)cc2)cc1	-2%
CCOC(=O)C1=C(CSc2nc3c(cc2C#N)CN(C)CC3)OC(N)=C(C#N)C1c1ccc(Cl)cc1 (stereo unspecified)	-13%
COC(=O)c1sc(=S)n(-c2ccc(Cl)cc2)c1C	-2%
COc1ccc(C(CC(=O)NCc2ccco2)c2ccc(F)cc2)cc1 (stereo unspecified)	-5%
c1ccc(Cn2cnc3ccccc32)cc1	8%
CCCOc1ccc(C(=O)Nc2ccc(Cl)cn2)cc1	-11%
CCOC(=O)c1c(N)nn(C(=O)C(C)C)c1-c1ccc(OC)cc1	-8%
CCOc1cc(CNc2ccc3c(c2)CCC3)ccc1OC	-8%
CC1CCCN(C(=O)CCS(=O)(=O)Cc2ccccc2)C1 (stereo unspecified)	21%
COC(=O)[C@@H]1C[C@H]1[C@@H](NS(=O)(=O)c1ccc2ccccc2c1)c1ccccc1	11%
O=C(CNC(=S)N(Cc1ccccc1F)C1CCCCC1)NC1CC1	-14%

2 entries drawn at random from those above:
SMILES	HT1080 cytotoxicity
c1ccc(Cn2cnc3ccccc32)cc1	8%
O=C(NC1(C(F)(F)F)NC(=O)N(Cc2cccnc2)C1=O)c1ccccc1Cl (stereo unspecified)	-4%

Further records.
SMILES	HT1080 cytotoxicity
COC(=O)/C=C1/S/C(=N/NC(=O)c2ccccc2C)NC1=O	-15%
Cc1cc(C)c(C#N)c(SCc2ccccc2)n1	-1%
O=C(Cn1nc(-c2ccc(N3CCOCC3)c([N+](=O)[O-])c2)c2ccccc2c1=O)N1CCCCC1	-11%
CCN(CC(=O)Nc1ccc2c(c1)OCCO2)S(=O)(=O)c1ccc(C)cc1	-2%
Oc1ccc(Cl)cc1C1=Nc2ccccc2N=C(c2ccco2)C1	-6%
CCC(=O)N(C)/C=C1\Sc2ccccc2C1=O	-16%
CCCCn1c(SCC(=O)N2c3ccccc3Sc3ccccc32)nc2c1c(=O)n(C)c(=O)n2C	-5%
CCOC(=O)c1c(C)n(C)c2ccc(OC)c(NC(=O)CN3CCN(C4CCCCC4)CC3)c12	-12%
C[C@@H](C(=O)Nc1ccc2ccccc2c1)[C@H]1C[C@]1(C)[C@H](NS(=O)(=O)c1ccccc1)c1ccccc1	21%
O=C(OCn1ncc(Br)c(Br)c1=O)c1c(F)cccc1F	100%*
CCOC(=O)C(NCc1ccccc1OC)(NC(=O)c1ccccc1)C(F)(F)F (stereo unspecified)	-25%
Cc1cc(C)c(NC(=O)CN(c2ccccc2)S(=O)(=O)N(C)C)c(C)c1	2%
O=C(O)C1CC=CCC1C(=O)NCCc1cccc(Cl)c1 (stereo unspecified)	-1%
Cc1ccc(-n2nc3c(n2)/C(=N/O)CC/C3=N\O)cc1	-6%
O=C(Cn1c(SCC(=O)N2CCc3ccccc3C2)nc2ccccc21)NC1CCCC1	-9%
CN(C)c1ccc(C(=O)c2ccc(N(C)C)c3ccccc23)cc1	70%*
Cc1cccc(C)c1NC(=O)C1(N(Cc2ccco2)C(=O)CC2NC(=O)NC2=O)CCCC1 (stereo unspecified)	-4%
Cc1nonc1OCC(C)(COc1nonc1C)NC(=O)c1ccccc1	-3%
O=C(c1ccc(Cl)c(S(=O)(=O)N2CCOCC2)c1)N1CCN(Cc2ccccc2)CC1	-3%
CC(C)NC(=O)CSc1nnc(COc2ccccc2Cl)o1	-24%
C=CCNC(=S)NNC(=O)C(CCC(C)C)CC(C)(C)O (stereo unspecified)	-22%
CC(C)CC1(C(=O)NCc2cc(F)cc(C(F)(F)F)c2)C=CCN1C(=O)c1ccccc1 (stereo unspecified)	-20%
Cc1ccc(C2C(=O)N(C3CCC(C)CC3)CC(=O)N2C2CCCC2)cc1 (stereo unspecified)	10%
CC1(C(=O)O)C=CCN1C(=O)c1ccccc1 (stereo unspecified)	-20%
CCOC(=O)c1ccc(NC(=O)C2CCN(C(=O)c3ccc(OC)c(OC)c3)CC2)cc1	-13%
CC(=O)Oc1ccc(C(=O)Nc2ccc3c(c2)C(=O)N(CCC(=O)O)C3=O)cc1	-6%
Cc1nn(CC(=O)O)c(=O)c2ccccc12	3%
CN(C)c1ccc(N2C(=O)CC(Nc3ccc(N4CCOCC4)cc3)C2=O)cc1 (stereo unspecified)	7%
CCOC(=O)c1sc(NC(=O)c2cc3c(s2)CCC(C)C3)nc1C (stereo unspecified)	-13%
O=C(O)c1ccc(-n2c(-c3ccc(Br)cc3)n[nH]c2=S)cc1	-4%
c1ccc(Cn2nnnc2C(c2ccccn2)N2CCN(c3ccccc3)CC2)cc1 (stereo unspecified)	-12%
CC[n+]1c(P(=O)([O-])c2ccccc2)[nH]c2ccccc21	-1%
CC1CCN(C(=O)CCc2ccc(S(=O)(=O)NC(C)C)cc2)CC1	-10%
CCOc1ccc(NC(=O)c2cn(-c3ccc(OCC)cc3)c(=O)c3cc(OC)c(OC)cc23)cc1	-13%
COc1cc(-c2cc(C(=O)O)c3cc4c(cc3n2)OCCO4)cc(OC)c1OC	1%
FC(F)(F)c1cccc(N2CCN(CC3CC4C=CC3C4)CC2)c1 (stereo unspecified)	-8%
CC1CC1C(=O)Nc1nc(-c2ccccc2)cs1 (stereo unspecified)	-8%
CCc1cccc(OCCOCCN2CCCC2)c1	4%
CCC(=O)N1c2ccccc2NC2=C(C(=O)CCC2)C1c1ccccc1 (stereo unspecified)	11%
CCN1C(=O)c2ccc(C(=O)NCc3ccc4c(c3)OCO4)cc2C1=O	8%
CCN(CC)C(=O)C1CC(=O)N(c2ccc(OC)cc2)C1c1ccc(OC)cc1 (stereo unspecified)	-4%
CCOc1ccccc1C(=O)NC(CO)C(=O)O (stereo unspecified)	1%
CCCCn1cc(C(=O)c2cc(Br)ccc2O)cc(C#N)c1=O	10%
Cc1nc2ccccc2n1CC(=O)NCCN1CCOCC1	3%
COC(=O)c1ccc(C(NC(=O)OCc2ccccc2)/C(F)=C/[C@@H](C)C(=O)NCCO)cc1 (stereo partly specified)	-34%
O=C(COc1ccc(S(=O)(=O)NC2CCCCC2)cc1)NC1CCCCC1	-10%
CCCOc1ccc2c3c(c(=O)oc2c1OCCC)CCCC3	-11%
COc1ccc(-c2nn(-c3ccccc3)cc2C(=O)Nc2nccs2)cc1	0%
COc1ccc(S(=O)(=O)N2c3cc(Cl)ccc3Oc3nc4ccccc4nc32)cc1	70%*
CC1=C(C(=O)N(C)C)C(c2cccs2)NC(=O)N1 (stereo unspecified)	-7%
CCOC(=O)CCCn1ncn2c(cc3occc32)c1=O	5%
Cn1c(SCC(=O)NCCNC(=O)CSc2nnc(C(F)(F)F)n2C)nnc1C(F)(F)F	6%
O=C(Nc1ccccc1C(=O)O)c1ccc(NC(=O)c2ccc(Br)o2)cc1	3%
COc1ccc(-n2nnnc2SCC(=O)Nc2nc3c(s2)CCCC3)cc1	-14%
CCC1(C)Cc2ccccc2-c2nc(-c3ccccc3)oc(=O)c21 (stereo unspecified)	-26%
OC(COc1cccc2ccccc12)CN1CCCC1 (stereo unspecified)	-12%
C=CCNC(=S)NNC(=O)C(CCCC)CC(C)(C)O (stereo unspecified)	-12%
Cc1cc(C)c(S(=O)(=O)N2CCC(C(=O)NCc3ccc(Cl)cc3Cl)CC2)c(C)c1	0%
COc1ccc(CCCc2nnc(SCC(=O)Nc3cccc(C)c3)o2)cc1	12%
FC(F)(F)C(Oc1nc(Nc2ccc(Cl)cc2)nc(N2CCOCC2)n1)C(F)(F)F	-1%

Later entries
SMILES	HT1080 cytotoxicity
Cc1cc(C(=O)OC2CCOC2=O)c2ccccc2n1 (stereo unspecified)	-10%
COc1cc2c(C(=O)O)c(C)n(CC(C)C)c2c2ccccc12	-24%
COc1ccccc1Nc1nnc(C)c(=O)[nH]1	12%
O=C(CCC(=O)c1cccs1)NCc1ccc(Cl)cc1	16%
Cc1ccc(S(=O)(=O)N2CCC(C(=O)NCc3ccncc3)CC2)cc1	-9%
CCCCN(CCCC)CP(=O)(c1ccccc1)c1ccccc1	-35%
CS(=O)(=O)N(CC(=O)N1CCN(c2ccc(F)cc2)CC1)C1CCCCC1	-5%
CCC(Cc1ccccc1)NC(=O)CCn1cccc1 (stereo unspecified)	-8%
CCOc1cc(C(=O)N2CCN(C/C=C/c3ccccc3)CC2)cc(OCC)c1OCC	-14%
CC(=O)Nc1cccc(N2C(=O)CCC2=O)c1	0%
CNCC(O)COc1ccccc1 (stereo unspecified)	25%
CC(C)CC(c1nnnn1Cc1ccccc1)N1CCC(C(N)=O)CC1 (stereo unspecified)	-1%
CCCCSc1nc(O)c(C2OC(=O)c3c2ccc(OC)c3OC)c(=O)n1-c1ccccc1 (stereo unspecified)	-17%
Cc1ccc(NC(=O)Nc2cccs2)c(Cl)c1	6%
COc1ccc(C=C(c2ccc(OC)cc2)c2ccc(OC)cc2)cc1	-5%
Cc1nnc(SCCC(=O)Nc2ccc(F)cc2)s1	-4%
COC(=O)C(O)(CC(=O)Nc1ccccc1OC)C(F)(F)F (stereo unspecified)	1%
C/C(CCC12CC3CC(CC(C3)C1)C2)=N\NC(N)=S	-6%
CCCC[C@@H]1C[C@H]1C(NC(=O)c1ccco1)c1ccc(-c2ccccc2)cc1 (stereo partly specified)	-23%
CCN(CC)S(=O)(=O)c1ccc(C(=O)NCCCN=C2NS(=O)(=O)c3ccccc32)cc1	2%
Cc1nnc(NCCO)c2ccccc12	-11%
Cc1ccc(C(=O)NCCCN2CCOCC2)o1	-5%
COc1ccc(N2CCN(/C(=N\S(=O)(=O)c3ccc(C)cc3)Nc3nc(C)cc(C)n3)CC2)cc1	-1%
O=C(Nc1ccc(Cl)cc1)N1CCCN(Cc2ccccc2F)C1	12%

19 entries from above in a different format:
| mol | HT1080 cytotoxicity |
| --- | --- |
| CCCCN(CCCC)CP(=O)(c1ccccc1)c1ccccc1 | -35% |
| CS(=O)(=O)N(CC(=O)N1CCN(c2ccc(F)cc2)CC1)C1CCCCC1 | -5% |
| CCC(Cc1ccccc1)NC(=O)CCn1cccc1 (stereo unspecified) | -8% |
| CCOc1cc(C(=O)N2CCN(C/C=C/c3ccccc3)CC2)cc(OCC)c1OCC | -14% |
| CC(=O)Nc1cccc(N2C(=O)CCC2=O)c1 | 0% |
| CNCC(O)COc1ccccc1 (stereo unspecified) | 25% |
| CC(C)CC(c1nnnn1Cc1ccccc1)N1CCC(C(N)=O)CC1 (stereo unspecified) | -1% |
| CCCCSc1nc(O)c(C2OC(=O)c3c2ccc(OC)c3OC)c(=O)n1-c1ccccc1 (stereo unspecified) | -17% |
| Cc1ccc(NC(=O)Nc2cccs2)c(Cl)c1 | 6% |
| COc1ccc(C=C(c2ccc(OC)cc2)c2ccc(OC)cc2)cc1 | -5% |
| Cc1nnc(SCCC(=O)Nc2ccc(F)cc2)s1 | -4% |
| COC(=O)C(O)(CC(=O)Nc1ccccc1OC)C(F)(F)F (stereo unspecified) | 1% |
| C/C(CCC12CC3CC(CC(C3)C1)C2)=N\NC(N)=S | -6% |
| CCCC[C@@H]1C[C@H]1C(NC(=O)c1ccco1)c1ccc(-c2ccccc2)cc1 (stereo partly specified) | -23% |
| CCN(CC)S(=O)(=O)c1ccc(C(=O)NCCCN=C2NS(=O)(=O)c3ccccc32)cc1 | 2% |
| Cc1nnc(NCCO)c2ccccc12 | -11% |
| Cc1ccc(C(=O)NCCCN2CCOCC2)o1 | -5% |
| COc1ccc(N2CCN(/C(=N\S(=O)(=O)c3ccc(C)cc3)Nc3nc(C)cc(C)n3)CC2)cc1 | -1% |
| O=C(Nc1ccc(Cl)cc1)N1CCCN(Cc2ccccc2F)C1 | 12% |

The list continues:
SMILES	HT1080 cytotoxicity
Cc1nn(-c2ccccc2)c2c1C(c1cccs1)C(C#N)=C(N)O2 (stereo unspecified)	-3%
CCCC[C@@H]1C[C@H]1C(NC(=O)c1ccco1)c1ccc(C(=O)OC)cc1 (stereo partly specified)	-17%
CSc1nc(N)c2c3c(sc2n1)COC(C(C)C)C3 (stereo unspecified)	-23%
COc1ccc(-c2cc(C(F)(F)F)nc(-n3cc(Cl)cn3)n2)cc1	-3%
O=c1cc(O)n(-c2ccc(Cl)cc2)c(=S)[nH]1	10%
CC(C)c1nnc(SCC(=O)NCCC2=CCCCC2)n1N	7%
COc1ccc(N(CC(=O)N2CCc3ccccc3C2)S(C)(=O)=O)cc1OC	-2%
COc1ccc(N2CCN(Cc3cc(=O)oc4ccc(C)cc34)CC2)cc1	-14%
CCOC(=O)c1sc2ccc(S(=O)(=O)N3CC(C)CC(C)C3)cc2c1N (stereo unspecified)	3%
O=C(c1cccc(Br)c1)N1CCN(C(=O)c2cccc(Br)c2)CC1	-5%
CC1N(C)c2cccc3cccc(c23)N1C	3%
CC(=O)c1oc2ccccc2c1NC(=O)CN1CCCCC1	0%
O=C(Nc1cccnc1)c1ccc(S(=O)(=O)N2CCCCCC2)cc1	-11%
O=C(N/N=C/c1cccc(OCc2ccccc2)c1)c1cccs1	21%
COC(=O)C1=C(C)OC(N)=C(C#N)C1c1ccco1 (stereo unspecified)	2%
OC(COc1ccc2ccccc2c1Br)Cn1cnc(-c2ccccc2)c1 (stereo unspecified)	-10%

Bioassay records from PubChem BioAssay.
